MEKK2wt PB1 HTS = raises or lowers MEK5 binding to wildtype human MEKK2 PB1 domain | 1.1% of 290,000 active | bead flow cytometry, Alexa488-MEK5 binding to MEKK2 WT; actives lie on both sides | AID 1531 | binding response (% of control), % at 10 µM; in the data active means binding response below about 67% or above about 130%
PfM18AAP inh = PfM18AAP enzyme inhibition; recombinant PfM18AAP, H-Glu-NHMec fluorogenic cleavage; inhibition, % at 7.35 µM; 1.2% of 290,000 active; AID 1822;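 active means inhibition above the campaign mean inhibition over all tested compounds plus 3 SD, cut at about 28% in these data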;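 further: 0% = plate median of test compound wells and 100% = 2 mM ZnCl2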
MEKK2 mut-MEK5 = signal of MEK5 binding to mutant human MEKK2 PB1 domain. bead flow cytometry, Alexa488-MEK5 binding to MEKK2 mutant. percent response, % at 10 µM. AID 1530. 0.35% of 290,000 active; in the data active means percent response above about 24%, passing the limit was not always enough; further: inactives centre near 1; some results filed as inactive read as strong as hits; reference of the scale not given here
GPR7 antag = blocks human GPR7 receptor signaling; P48145; 1.1% of 290,000 active; GPR7-expressing cells, fluorescence antagonist assay; inhibition, % at 4.4 µM; in the data active means inhibition above about 16%, passing the limit was not always enough;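 further: cells stimulated with the agonist NPW; 0% = agonist with vehicle and 100% = vehicle without agonist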
PHOSPHO1 inh = PHOSPHO1 (human) inhibition | Q8TCT1 | recombinant PHOSPHO1, absorbance phosphatase assay | inhibition, % at 13.3 µM | 1.1% of 290,000 active | AID 1565; in the data active means inhibition above about 60%
MEKK3 PB1 HTS = MEKK3-MEK5 PB1 interaction, increase or decrease; AID 1529; binding response (% of control), % at 10 µM; bead-based flow cytometry, Alexa488-MEK5 binding to MEKK3; actives lie on both sides; 0 = blocked by unlabeled MEK5, 100 = vehicle; 1.4% of 290,000 active; Q99759;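 active means binding response more than 3 SD above or below the average of its plate-row segment, actives on both sides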;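 further: Alexa488 bead fluorescence after subtracting the streptavidin-only scavenger bead signal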
Target sequence (Q99759 whole entry, looked up): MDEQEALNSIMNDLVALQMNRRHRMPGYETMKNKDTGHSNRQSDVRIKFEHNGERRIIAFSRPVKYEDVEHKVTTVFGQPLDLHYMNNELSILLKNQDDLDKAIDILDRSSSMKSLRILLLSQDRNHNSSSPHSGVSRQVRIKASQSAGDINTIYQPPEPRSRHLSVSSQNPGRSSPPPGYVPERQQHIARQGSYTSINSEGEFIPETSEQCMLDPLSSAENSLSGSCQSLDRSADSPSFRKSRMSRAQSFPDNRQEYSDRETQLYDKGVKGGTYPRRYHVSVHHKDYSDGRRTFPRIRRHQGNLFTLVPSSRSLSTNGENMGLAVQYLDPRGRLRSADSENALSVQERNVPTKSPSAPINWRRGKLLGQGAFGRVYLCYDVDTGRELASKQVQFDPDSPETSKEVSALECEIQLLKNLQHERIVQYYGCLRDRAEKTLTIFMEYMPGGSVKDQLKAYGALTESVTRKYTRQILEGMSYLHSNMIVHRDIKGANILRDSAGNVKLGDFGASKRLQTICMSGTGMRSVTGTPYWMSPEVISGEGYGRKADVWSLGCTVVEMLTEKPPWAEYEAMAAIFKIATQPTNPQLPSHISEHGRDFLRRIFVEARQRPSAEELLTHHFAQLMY
NALP1 inh = blocks the NALP1 inflammasome reconstituted in yeast | S. cerevisiae NALP1/ASC/caspase-1 growth, X-gal OD620, 72 h | inhibition, % at 10 µM | 0.61% of 280,000 active | AID 2071; in the data active means inhibition mostly above about 24%, no sharp cut-off; inactive means mostly below about 32%; further: some compounds called inactive have numbers as strong as hits
OXTR ag = activates the human oxytocin receptor | activation, % at 3 µM | AID 2435 | CHO-OTR cells, Fluo-8 calcium fluorescence; normalized: DMSO 0%, oxytocin 100% | 0.32% of 320,000 active;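 active means activation above the mean of all tested compounds plus 3 SD, cutoff set per screening run, cut at about 20% in these data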;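 further: peak over basal fluorescence ratio from a 100 s FLIPR kinetic read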
Target sequence (P30559 whole entry, looked up): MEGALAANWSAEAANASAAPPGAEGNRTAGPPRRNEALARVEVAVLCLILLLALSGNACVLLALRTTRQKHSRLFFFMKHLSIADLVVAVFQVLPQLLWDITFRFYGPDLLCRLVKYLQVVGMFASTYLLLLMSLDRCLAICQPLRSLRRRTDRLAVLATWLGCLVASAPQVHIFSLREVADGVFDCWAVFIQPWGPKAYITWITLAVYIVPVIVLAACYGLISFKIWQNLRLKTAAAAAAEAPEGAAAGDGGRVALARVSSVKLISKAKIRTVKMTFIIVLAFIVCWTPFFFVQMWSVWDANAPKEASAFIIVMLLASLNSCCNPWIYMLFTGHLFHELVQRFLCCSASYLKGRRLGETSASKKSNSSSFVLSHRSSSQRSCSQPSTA
FID counter = displaces DNA intercalator in HCV helicase counter-screen; DNA fluorescent intercalator displacement, fluorescence; inhibition, % at 7.9 µM; 0.17% of 290,000 active; in the data active means inhibition above about 37%;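 further: 0% = vehicle and 100% = reference compound; higher means more ethidium bromide displaced from hairpin DNA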
* marks the source's active call; other numbers are inactive results; / = no result given.

SMILES	MEKK2wt PB1 HTS	PfM18AAP inh	MEKK2 mut-MEK5	GPR7 antag	PHOSPHO1 inh	MEKK3 PB1 HTS	NALP1 inh	OXTR ag	FID counter
COC(=O)c1nnn(-c2cccc(Cl)c2)c1C(=O)OC	101	-2	2	-6	-1	96	16	-1.9	-3
COC(=O)C1CCN(CC(=O)Nc2ccccc2Sc2ccccc2)CC1	99	-16	-5	-4	46	106	-3	-1.5	-29
Cc1cccnc1NC(=O)C1CCCN(S(=O)(=O)c2ccc3c(c2)oc(=O)n3C)C1 (stereo not given)	102	-14	-9	-6	-7	95	4	-0.6	-7
O=C(Nc1ccc(Br)cc1F)c1sccc1-n1cccc1	97	-15	-1	-2	11	100	20	-1.6	-3
NC(=O)c1ccc(/C=N/O)[n+](Cc2ccccc2)c1	106	1	14	-6	19	105	7	1.5	-1
Cc1cc(C)nc(N/N=C/c2ccncc2)n1	101	11	-3	-1	24	102	-4	-0.7	-8
Nc1c(Cl)cc(Cl)cc1C(=O)OCC(=O)N1CCOCC1	99	2	-3	-7	36	96	6	-0.2	-2
COc1ccc(CCN2C(=O)CC(Cc3ccc(Br)cc3)C2=O)cc1OC (stereo not given)	103	-9	1	-1	-7	104	26	0.3	-34
CC(=O)N1CCOc2ccc(S(=O)(=O)Nc3cccc(C)n3)cc21	105	-5	-1	11	3	101	26	0.7	1
COc1ccc(C(=O)Nc2nc3ccccc3s2)cc1	105	-3	0	9	-18	102	18	-1.4	-1
CC1CC(C)CN(C(=O)C2CCC(CNS(=O)(=O)c3ccccc3)CC2)C1 (stereo not given)	98	6	2	-7	34	99	-2	0.3	-50
Cc1ccccc1CC1(CO)CCCN(Cc2ccc(C#CC(C)(C)O)cc2)C1 (stereo not given)	101	3	2	2	-3	102	-13	3.1	10
C=CCN1C(=O)C(Cc2ccc(Br)cc2)S/C1=N\N=C\c1ccco1 (stereo not given)	95	-3	-1	-10	20	98	-14	-1.6	-4
CCCCCOc1ccc(C2C(C(C)=O)=C(C)Nc3ncnn32)cc1OC (stereo not given)	/	5	/	-11	11	/	4	-1.4	-13
CCN(CC(=O)NC1CCS(=O)(=O)C1)C(=O)COc1ccccc1-c1ccccc1 (stereo not given)	100	13	12	11	/	104	/	3.0	-15
CCN(c1ccccc1)S(=O)(=O)c1ccc(OC)c(NC(=O)Cn2cnc3c2c(=O)n(C)c(=O)n3C)c1	93	1	-8	6	32	99	-2	-0.3	-19
O=C(CSc1nc2ccccc2s1)N/N=C/c1ccc(C(=O)O)cc1	109	-16	0	-3	-30	119	-15	-0.4	-24
CCN1CCN(C(=O)CCc2nc3ccccc3n2-c2ccccc2)CC1	98	-7	-2	2	-13	97	25	-1.4	2
COc1ccc(C(O)Cn2ccsc2=NC(C)=O)cc1 (stereo not given)	99	2	2	-24	4	100	5	0.3	1
O=C(Cn1cnc2ccccc2c1=O)Nc1ccc(S(=O)(=O)N2CCOCC2)cc1	97	3	0	0	47	101	15	-0.2	-1
COc1ccc(N2CCN(CCCNC(=O)C3CCCN(S(=O)(=O)c4c(C)n[nH]c4C)C3)CC2)cc1 (stereo not given)	136	9	32	-18	-28	110	-5	0.2	3
COc1ccc(CC(=O)N/N=C(\C)c2cccnc2)cc1OC	97	2	0	-8	53	101	-12	/	-16
COc1cccc(N2CCN(C(=O)C3CCCN(S(=O)(=O)c4cnc[nH]4)C3)CC2)c1 (stereo not given)	109	2	3	-9	-11	108	-24	0.8	-14
Cc1ccc(C)c(NC(=S)NCc2cccs2)c1	97	0	-1	-8	13	95	0	-2.1	-1

Reformatted: results already given
Values in the order: MEKK2wt PB1 HTS	PfM18AAP inh	MEKK2 mut-MEK5	GPR7 antag	PHOSPHO1 inh	MEKK3 PB1 HTS	NALP1 inh	OXTR ag	FID counter
CCN(CC(=O)NC1CCS(=O)(=O)C1)C(=O)COc1ccccc1-c1ccccc1 (stereo not given)
  100	13	12	11	/	104	/	3.0	-15
CCN(c1ccccc1)S(=O)(=O)c1ccc(OC)c(NC(=O)Cn2cnc3c2c(=O)n(C)c(=O)n3C)c1
  93	1	-8	6	32	99	-2	-0.3	-19
O=C(CSc1nc2ccccc2s1)N/N=C/c1ccc(C(=O)O)cc1
  109	-16	0	-3	-30	119	-15	-0.4	-24
CCN1CCN(C(=O)CCc2nc3ccccc3n2-c2ccccc2)CC1
  98	-7	-2	2	-13	97	25	-1.4	2
COc1ccc(C(O)Cn2ccsc2=NC(C)=O)cc1 (stereo not given)
  99	2	2	-24	4	100	5	0.3	1
O=C(Cn1cnc2ccccc2c1=O)Nc1ccc(S(=O)(=O)N2CCOCC2)cc1
  97	3	0	0	47	101	15	-0.2	-1
COc1ccc(N2CCN(CCCNC(=O)C3CCCN(S(=O)(=O)c4c(C)n[nH]c4C)C3)CC2)cc1 (stereo not given)
  136	9	32	-18	-28	110	-5	0.2	3

New compounds follow.
SMILES	MEKK2wt PB1 HTS	PfM18AAP inh	MEKK2 mut-MEK5	GPR7 antag	PHOSPHO1 inh	MEKK3 PB1 HTS	NALP1 inh	OXTR ag	FID counter
C=CCN(c1ccccc1)S(=O)(=O)c1cccc(C(=O)Nc2nnc(SCC)s2)c1	104	2	-1	-5	-16	104	29	-1.7	-5
CCN(CC)c1ccc(C(=O)OCC(=O)Nc2ccccc2-c2ccccc2)cc1	100	0	3	4	0	102	23	1.1	-18
CN(C)C(CNC(=O)c1cccnc1Sc1ccccc1)c1ccco1 (stereo not given)	99	23	0	3	29	96	8	0.6	-2
CCOC(=O)C(C)Sc1nnc(-c2ccccc2O)n1Cc1ccccc1 (stereo not given)	92	-6	0	12	38	92	7	-0.5	-32
CCOc1ccccc1NC(=O)n1ncc2c(C)cccc21	101	7	5	-31	34	102	7	0.0	-8
CC(=O)Nc1nc(N2C(=O)c3ccccc3C2=O)n(-c2ccccc2)n1	100	-9	1	-1	1	99	24	-1.1	3
CCC(C)NC(=O)C1CCN(S(=O)(=O)c2cccc3nonc23)CC1 (stereo not given)	99	5	0	-6	-4	101	2	0.1	-4
COc1ccc(N/C=C(\C#N)c2nc3ccccc3n2C)c(OC)c1	95	6	-1	4	12	100	-6	0.1	0
CC(=O)c1ccc(OCc2cc(C(=O)N3CCOCC3)no2)cc1	100	-6	3	-4	7	99	-3	1.2	-15
O=C1c2ccccc2NC(c2ccccc2O)N1O (stereo not given)	98	4	0	8	44	101	6	1.6	-5
COc1ccccc1C(=O)Nc1ccc2c(c1)C(=O)NC2=O	98	3	-1	12	15	97	9	-1.5	-6
CC(=O)Nc1c(-c2cc(=O)oc3cc(C)ccc23)oc2ccccc12	99	0	0	-3	40	101	12	/	-28

Some of the entries so far, comma-delimited:
SMILES,MEKK2wt PB1 HTS,PfM18AAP inh,MEKK2 mut-MEK5,GPR7 antag,PHOSPHO1 inh,MEKK3 PB1 HTS,NALP1 inh,OXTR ag,FID counter
CCN1CCN(C(=O)CCc2nc3ccccc3n2-c2ccccc2)CC1,98,-7,-2,2,-13,97,25,-1.4,2
COc1ccc(C(O)Cn2ccsc2=NC(C)=O)cc1 (stereo not given),99,2,2,-24,4,100,5,0.3,1

(next part)
SMILES	MEKK2wt PB1 HTS	PfM18AAP inh	MEKK2 mut-MEK5	GPR7 antag	PHOSPHO1 inh	MEKK3 PB1 HTS	NALP1 inh	OXTR ag	FID counter
CCc1nc2ccccc2c(C(=O)NCc2ccccc2)c1C	94	-6	-8	-3	53	102	14	-1.7	-5
Cc1ccccc1NC(=O)Cn1c(C)nc2ccc(NC(=O)C3CC3)cc2c1=O	108	6	3	-5	-5	107	14	1.1	-3
CC1CCCC(C)N1Cc1cn2ccccc2n1 (stereo not given)	95	-21	0	-11	3	94	-16	-0.6	4
CCOc1ccc(-c2noc(CCC(=O)NCCc3ccccc3)n2)cc1OC	102	-7	8	-12	30	104	20	-1.7	-26
CCCn1c(=O)n(N)c2ccccc21	108	6	0	-4	24	110	16	0.0	2
CCCc1n[nH]c2c1C(=O)C(C(=O)OC)C(C)(C)C2 (stereo not given)	109	-3	8	-8	32	107	13	1.7	1
O=C(NCc1ccccc1)C1CC(=O)N(c2ccc(OCC(=O)N3CCOCC3)cc2)C1 (stereo not given)	101	-15	1	-16	36	102	-3	0.2	-16
CCC(=O)Nc1cccc(NC(=O)COc2ccc(OC)cc2)c1	104	-6	2	-11	38	101	7	2.8	-5
OCCNc1nc(-c2ccccc2)c2cc(Br)ccc2n1	106	4	1	-16	24	102	13	-0.3	-4
O=C(Nc1nn(Cc2ccccc2F)cc1Br)c1cccs1	100	-2	1	3	10	101	16	-1.3	-5
COCCNC(=O)c1c(CSc2ccc(F)cc2)noc1C(=O)NCc1ccccc1	102	-8	2	-3	34	103	22	-0.2	-21
CCOC(=O)N1CCN(c2cc(=O)n(C3CCCCC3)c(=O)[nH]2)CC1	100	3	4	-8	-7	100	-4	0.3	-10

Compounds shown so far containing an NH in an aromatic ring:
SMILES	MEKK2wt PB1 HTS	PfM18AAP inh	MEKK2 mut-MEK5	GPR7 antag	PHOSPHO1 inh	MEKK3 PB1 HTS	NALP1 inh	OXTR ag	FID counter
COc1ccc(N2CCN(CCCNC(=O)C3CCCN(S(=O)(=O)c4c(C)n[nH]c4C)C3)CC2)cc1 (stereo not given)	136	9	32	-18	-28	110	-5	0.2	3
COc1cccc(N2CCN(C(=O)C3CCCN(S(=O)(=O)c4cnc[nH]4)C3)CC2)c1 (stereo not given)	109	2	3	-9	-11	108	-24	0.8	-14
CCCc1n[nH]c2c1C(=O)C(C(=O)OC)C(C)(C)C2 (stereo not given)	109	-3	8	-8	32	107	13	1.7	1
CCOC(=O)N1CCN(c2cc(=O)n(C3CCCCC3)c(=O)[nH]2)CC1	100	3	4	-8	-7	100	-4	0.3	-10

Other compounds.
SMILES	MEKK2wt PB1 HTS	PfM18AAP inh	MEKK2 mut-MEK5	GPR7 antag	PHOSPHO1 inh	MEKK3 PB1 HTS	NALP1 inh	OXTR ag	FID counter
CN(Cc1ccc(F)cc1)C(=O)c1cccc(NS(=O)(=O)c2ccccc2)c1	101	-4	6	-3	18	103	13	0.6	-42
O=C(Nc1ccccc1)NC1CCN(Cc2ccccc2)CC1	108	5	7	-4	37	102	4	1.8	7
CN(C)C(CNC(=O)c1oc2ccccc2c1CSc1ncn[nH]1)c1ccco1 (stereo not given)	112	6	11	-7	-13	105	0	1.0	-1
Cc1c(C=O)c2ccccn2c1C(=O)c1ccc(F)cc1	106	2	8	-9	28	105	8	-2.1	-12
CCN1CCN(C(=O)C2=CC(c3ccc(C)cc3)=NS(=O)(=O)N2C)CC1	105	4	5	-2	33	103	3	-0.1	1
CN(C)c1ccc(C(CC(=O)O)C(=O)O)cc1 (stereo not given)	100	33*	2	0	36	103	0	0.8	5
Cc1nn(-c2ccccc2)c2c1C(c1ccncc1)C(C#N)=C(N)O2 (stereo not given)	104	7	5	9	5	102	/	0.4	-10
COc1cccc(NC(=S)NCCCN2CCOCC2)c1	106	-6	0	-3	-12	140*	21	1.2	0
COc1ccc(C2=NN(c3ccccc3)C(c3ccc(OC)c(OC)c3)C2)cc1 (stereo not given)	95	10	-3	10	34	97	21	0.4	-16
O=C(COC(=O)c1cccc(S(=O)(=O)N2CCOCC2)c1)c1ccccc1	92	-6	-1	-5	0	97	0	5.5	-30
O=C(Nc1ccccc1)C1CC(=O)n2c(nc3ccccc32)N1 (stereo not given)	86	1	-20	-12	25	90	/	0.5	-2
